# DENV2 CPE rescue: protects cells from dengue virus 2 cytopathic effect; CPE inhibition, % at 9.99 µM; DENV2-infected cells, cytopathic effect rescue, plate reader; 350,000 compounds, 1.7% hits; in the data active = CPE inhibition above about 20%, passing the limit was not always enough; inconclusive = no clear call, values can overlap the other calls; tested in BHK-21 cells;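 also: 0% = median of neutral control wells and 100% = median of positive control wells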
# ERp5 block: ERp5 (human) disulfide isomerase inhibition; Q15084; ERp5 insulin aggregation, absorbance 650 nm, 90 min; inhibition, % at 9.99 µM; 350,000 compounds, 0.05% hits; AID 651711;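 active = mean replicate inhibition above about 25%, with every replicate also reaching it, limit read from the data, passing the limit was not always enough; inconclusive = only one of those two criteria met; inactive = neither criterion met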
# Target sequence (Q15084 whole entry, looked up): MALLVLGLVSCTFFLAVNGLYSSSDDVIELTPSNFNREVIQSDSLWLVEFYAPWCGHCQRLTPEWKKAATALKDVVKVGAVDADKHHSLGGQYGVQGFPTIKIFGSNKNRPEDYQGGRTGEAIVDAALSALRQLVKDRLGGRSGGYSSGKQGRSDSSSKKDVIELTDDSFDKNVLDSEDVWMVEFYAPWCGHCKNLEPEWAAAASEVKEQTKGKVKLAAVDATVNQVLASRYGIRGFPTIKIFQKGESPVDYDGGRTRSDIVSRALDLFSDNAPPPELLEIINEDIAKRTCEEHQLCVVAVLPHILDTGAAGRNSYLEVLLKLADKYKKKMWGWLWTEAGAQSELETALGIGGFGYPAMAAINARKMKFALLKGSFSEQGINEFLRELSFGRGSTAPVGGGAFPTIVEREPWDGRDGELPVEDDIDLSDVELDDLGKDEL
# C2C12 statin: suppression of simvastatin myotoxicity; C2C12 myotubes + simvastatin, ATP luminescence, 48 h; scaled: DMSO 0, geranylgeraniol control 100; rescue of ATP level, % at 7.49 µM; 330,000 compounds, 0.78% hits;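 active = mean ATP rescue above about 67%, or every replicate alone reaching that limit, limit read from the data, passing the limit was not always enough; inconclusive = no clear call, values can overlap the other calls; inactive = mean under the limit and some replicate under it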;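 also: myotubes were challenged with 10 µM simvastatin during compound exposure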
# PglD DTNB: PglD (C. jejuni) enzyme inhibition; purified PglD enzyme, DTNB colorimetric CoA detection; inhibition, % at 12.5 µM; 360,000 compounds, 0.098% hits; AID 602405; in the data active = inhibition above about 16%, passing the limit was not always enough; inconclusive = no clear call, values can overlap the other calls; also: strong numbers were not always called active
# S100A4 inh HTS: blocks human S100A4 binding to myosin IIA peptide; 360,000 compounds, 0.14% hits; S100A4/TAMRA-MyoIIA peptide fluorescence polarization; inhibition, % at 10.7 µM; P26447;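 active = mean inhibition of at least 70% across replicates, with every replicate also reaching that level; inconclusive = mean inhibition reaches 70% but some replicates fall short; inactive = mean inhibition below 70%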
# Target sequence (P26447 whole entry, looked up): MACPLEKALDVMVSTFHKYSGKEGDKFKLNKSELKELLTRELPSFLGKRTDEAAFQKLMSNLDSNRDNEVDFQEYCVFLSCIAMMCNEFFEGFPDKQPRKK
#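 Test system: S100A4 monomer protein. Medium: HEPES buffer with Ca2+, pH 7.2. Reagent: fluorescent myosin IIA peptide, 5 nM. Compound dosing: single-point compound testing. Timing: 5 min between mix addition and reading. Benchmarks: DMSO neutral and TFP positive wells.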
# E-selectin induc: E-selectin induction on HUVECs. HUVEC E-selectin immunofluorescence imaging; normalized: neutral wells 0, TNF-alpha wells 100. activation, % at 7.58 µM. 260,000 compounds, 0.37% hits. AID 686992;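 active = mean E-selectin-positive cell signal at least 10% of the positive control, reached in at least 60% of replicates, without over 20% cell loss; inconclusive = no rule given, readout overlaps actives, possibly toxicity-flagged; inactive = the rest, including those meeting only one limit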;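 also: in these data hits start at about 27%; measured in HUVEC primary endothelial cells; signal is the percent of cells scored E-selectin positive by PE staining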
#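 Test system: HUVEC | Signal: Immunofluorescence imaging | Read-out: Percent E-selectin-positive cells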
# SIRT5 inh: blocks human SIRT5 desuccinylation of peptide; inhibition, % at 15 µM; AID 652115; Q9NXA8; 330,000 compounds, 1.1% hits; Purified SirT5, succinyl-peptide AMC, trypsin-coupled fluorescence; in the data active = inhibition above about 15%; inconclusive = no clear call, values can overlap the other calls
# Target sequence (Q9NXA8 whole entry, looked up): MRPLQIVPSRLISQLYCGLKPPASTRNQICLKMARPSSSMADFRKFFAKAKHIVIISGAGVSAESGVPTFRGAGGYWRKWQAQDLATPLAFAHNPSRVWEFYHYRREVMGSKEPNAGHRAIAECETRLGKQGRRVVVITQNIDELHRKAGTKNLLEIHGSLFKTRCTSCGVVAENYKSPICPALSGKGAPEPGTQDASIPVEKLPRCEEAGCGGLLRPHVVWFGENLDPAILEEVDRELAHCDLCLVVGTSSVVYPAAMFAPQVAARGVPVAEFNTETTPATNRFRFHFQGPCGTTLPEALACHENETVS
# Starred values were filed as active, the others as inactive; ? = inconclusive; . = not tested or not shown; & = joins results of further samples. These rows are one share of the data; count on the stated rates, not on these rows.
No.	Structure	DENV2 CPE rescue	ERp5 block	C2C12 statin	PglD DTNB	S100A4 inh HTS	E-selectin induc	SIRT5 inh
1	COc1ccc(Nc2c3c(nc4ccc(C)cc24)CCC3)cc1	1	1	-28	-7	-3	0.3	25*
2	O=C(COC(=O)c1ccccc1Br)Nc1ccc(F)cc1	2	6	.	.	-4	.	-5
3	CC1(C(=O)Nc2ccc3nc[nH]c3c2)CCN1C(=O)Cc1ccc(-c2ccccc2)cc1 (centres undefined)	15	0	-1	5	5	0.1	.
4	C=CCOC(=O)[C@H]1[C@@H]2C(=O)O[C@@H](c3ccccc3)[C@@H](c3ccccc3)N2[C@@H](c2ccc(OCCOC(=O)[C@@H]3C[C@@H]4C(=O)N[C@@H](Cc5ccccc5)C(=O)N4[C@@H]3c3ccc(O)cc3)cc2)[C@]12C(=O)Nc1ccc(I)cc12	10	0	.	-4	-3	.	-3
5	COc1ccc(/C=C/C(=O)NCC(=O)N/N=C(/CCC(=O)O)c2ccccc2)cc1	-5	4	.	5	-2	-0.5	-2
6	C[C@H](CO)N1C[C@H](C)[C@@H](CN(C)Cc2ccc3c(c2)OCO3)Oc2ccc(NC(=O)CCC(F)(F)F)cc2C1=O	2	0	-7	-1	12	-0.1	-6
7	Cc1ccc(OCC(=O)NNC(=O)C2CCC2)cc1C	-1	5	6	-3	-3	0.0	-3
8	CCNC(=O)C[C@@H]1C=C[C@H](NC(=O)NC2CCCCC2)[C@@H](CO)O1	10	1	-5	2	-25	0.5	3
9	CO[C@H]1CN(C)C(=O)c2cc(NC(=O)Nc3ccc(Cl)cc3)ccc2OC[C@@H](C)N(C)C[C@H]1C	12	1	-26	4	0	-0.2	-1
10	Cc1ccccc1-c1ccc(C2[C@H]3CNC[C@@H]2N3S(=O)(=O)c2cccc(F)c2)cc1 (some centres undefined)	0&-8	0&0	.	.	-7&-11	-0.1&0.0	2&4
11	COCCN=c1scc(-c2cc(OC)c(OC)c(OC)c2)n1/N=C/c1c(C)[nH]c2ccccc12	3	3	.	2	-10	1.2	-2
12	CS(=O)(=O)N(CC(=O)N1CCOCC1)c1cccc(Cl)c1	17	3	-9	0	-2	.	0
13	CCS(=O)(=O)N1CCCC(C(=O)c2ccc(OC)cc2C)C1 (centres undefined)	-3	-2	.	.	-8	1.5	-1
14	O=C(COC(=O)c1ccc2c(c1)OCO2)Nc1nc(-c2ccccc2)cs1	0	-2	.	.	-1	-3.0	-7
15	CC(C)(C)OC(=O)N1CCC(Cc2cc(-c3ccc(Cl)cc3)no2)(C(=O)O)CC1	-2	-1	-5	-3	-2	0.5	.

# Next compounds follow:
No.	Structure	DENV2 CPE rescue	ERp5 block	C2C12 statin	PglD DTNB	S100A4 inh HTS	E-selectin induc	SIRT5 inh
16	CCC(=O)Nc1ccc2c(c1)C(=O)N(C)C[C@H](OC)[C@H](C)CN(CC1CCOCC1)[C@@H](C)CO2	.	.	-1	3	.	1.6	.
17	COCC#Cc1cnc2c(c1)C(=O)N([C@@H](C)CO)C[C@H](C)[C@H](CN(C)C(=O)c1cccnc1)O2	-5	-1	.	.	-41	-0.1	4
18	COc1ccccc1N1C(=O)C2C(C(=O)c3ccccc3)=NN(c3ccccc3)C2C1=O (centres undefined)	9	4	.	.	-3	5.3	-3
19	COC1=C(C)C(O)=C(C(=O)/C=C/c2ccccc2)C(=O)C1(C)C	-7	13	13	3	-3	-0.2	.
20	COC(=O)[C@@]1(C)[C@H]2C(=O)N(Cc3ccccc3)C(=O)[C@H]2[C@H]2CN=C(SCC3CC3)N21	-2	-4	5	-7	1	.	-4
21	Cc1ccc(-n2cc(-c3ccccc3)c3c(N4CCOCC4)ncnc32)cc1	7	-1	.	.	11	0.0	-4
22	CC(=O)NC[C@@H]1[C@@H](c2ccc(-c3cccc(F)c3)cc2)[C@@H](CO)N1C(=O)C1CC1	-13	-1	.	.	-5	0.1	1
23	Cc1sc2nc(CSC(C)C(=O)NC3(C#N)CCCCC3)[nH]c(=O)c2c1C (centres undefined)	-3	2	-1	1	-3	0.0	2
24	CCOC(=O)c1nn(-c2ccccc2F)c2nc(-c3ccco3)c(C#N)c(=O)n12	?	1	.	.	-1	2.4	-1
25	C[C@@H]1CCCCO[C@H](CN(C)C(=O)c2ccccc2)[C@H](C)CN([C@@H](C)CO)C(=O)c2cc(NC(=O)NC3CCCCC3)ccc2O1	-3	1	42	2	-27	-0.2	4
26	COc1cc(S(=O)(=O)N2CCN(Cc3cccs3)CC2)ccc1NC(C)=O	-14	8	0	4	6	-0.4	-5
27	CCc1ccc(NC(=O)CSc2ccc(-c3cccnc3)nn2)cc1	7	4	10	5	5	0.9	-5
28	O=C(C(=Cc1ccc(F)cc1)C(=O)c1ccccc1)c1ccccc1	9	-1	.	.	-1	0.1	0
29	COc1ccc(C(=O)Nc2ccc(C)cn2)cc1S(=O)(=O)N1CCCc2ccccc21	?	-1	-17	-2	6	1.9	0
30	O=C(O)/C=C/C(=O)N(Cc1ccccc1)Cc1ccco1	-4	6	-5	.	12	-1.5	-4

# Another view of 4 compounds above.
# Values run as follows: DENV2 CPE rescue, ERp5 block, C2C12 statin, PglD DTNB, S100A4 inh HTS, E-selectin induc, SIRT5 inh
21	Cc1ccc(-n2cc(-c3ccccc3)c3c(N4CCOCC4)ncnc32)cc1
→ 7, -1, ., ., 11, 0.0, -4
22	CC(=O)NC[C@@H]1[C@@H](c2ccc(-c3cccc(F)c3)cc2)[C@@H](CO)N1C(=O)C1CC1
→ -13, -1, ., ., -5, 0.1, 1
23	Cc1sc2nc(CSC(C)C(=O)NC3(C#N)CCCCC3)[nH]c(=O)c2c1C (centres undefined)
→ -3, 2, -1, 1, -3, 0.0, 2
24	CCOC(=O)c1nn(-c2ccccc2F)c2nc(-c3ccco3)c(C#N)c(=O)n12
→ ?, 1, ., ., -1, 2.4, -1

# Next part:
No.	Structure	DENV2 CPE rescue	ERp5 block	C2C12 statin	PglD DTNB	S100A4 inh HTS	E-selectin induc	SIRT5 inh
31	Cc1ccc(S(=O)(=O)Nc2ccc3c(c2)CC(=O)N([C@H](C)CO)C[C@H](C)[C@@H](CN(C)C(=O)Nc2ccc4c(c2)OCO4)O3)cc1	-12	4	-7	-1	-10	0.0	-5
32	O=S(=O)(N[C@@H]1CC[C@H](CCn2cc(-c3ccccn3)nn2)O[C@@H]1CO)c1cccc(Cl)c1	13	0	12	3	2	1.5	4
33	C[C@H]1CN([C@@H](C)CO)C(=O)Cc2cc(NS(=O)(=O)c3ccc(Cl)cc3)ccc2O[C@H]1CN(C)Cc1ccccc1	5	-2	48	2	4	-0.1	3
34	Cc1ccc(CN2CCN(CCCc3ccccc3)CC2CCO)cc1 (centres undefined)	2	1	6	-3	-23	4.5	-1
35	CC(C)C(=O)OCC(=O)Nc1ccc(N=Nc2ccccc2)cc1	0	1	.	3	4	.	-2
36	C=CCSc1nnc(NC(=O)CCNC(=O)c2ccccc2Cl)s1	-17	-2	11	0	-3	-0.1	3
37	O=C(Nc1ccc(F)cc1)N[C@H]1CC[C@H](CCNS(=O)(=O)c2cccc(Cl)c2)O[C@H]1CO	12	1	3	0	-3	0.4	0
38	Cc1cc(OC(=O)c2ccccc2F)c([N+](=O)[O-])c(=O)[nH]1	-9	-12	-15	1	-1	.	1
39	COCCC(=O)N1CCOCC1c1cc(C(=O)Nc2ccccc2)no1 (centres undefined)	1	-6	-7	1	-1	-0.3	-1
40	C[C@H]1CN([C@@H](C)CO)C(=O)c2cccc(NS(=O)(=O)c3cn(C)cn3)c2O[C@H]1CN(C)C(=O)NC1CCCCC1	10	-8	4	-4	13	.	1
41	O=C(COC(=O)c1ccc(F)cc1Cl)NC1CCS(=O)(=O)C1 (centres undefined)	7	-8	2	-3	-1	.	-4
42	CC(C)NC(=O)Nc1cccc2c1O[C@@H](CN(C)C(=O)NC1CCCCC1)[C@@H](C)CN([C@@H](C)CO)C2=O	8	3	-19	1	-5	-8.1	1
43	O=C(c1ccc(-n2cccn2)cc1)N1CCc2ccccc2C1	5	-6	.	-6	-6	0.0	-2
44	Cc1noc(C)c1S(=O)(=O)Nc1cccc2c1O[C@H](CN(C)S(=O)(=O)c1cn(C)cn1)[C@H](C)CN([C@H](C)CO)C2=O	5	-7	35	-2	-13	-0.3	2
45	CN[C@H]1C[C@H]2c3[nH]c4c(-c5ccc6c(c5)OCO6)cccc4c3CCN2C(=O)[C@H]1[C@H](C)O	-7	7	.	.	-1	-0.2	-4

# Some of these compounds in order of their number in ERp5 block, rising.
No.	Compound	DENV2 CPE rescue	ERp5 block	PglD DTNB	S100A4 inh HTS	SIRT5 inh
38	Cc1cc(OC(=O)c2ccccc2F)c([N+](=O)[O-])c(=O)[nH]1	-9	-12	1	-1	1
40	C[C@H]1CN([C@@H](C)CO)C(=O)c2cccc(NS(=O)(=O)c3cn(C)cn3)c2O[C@H]1CN(C)C(=O)NC1CCCCC1	10	-8	-4	13	1
43	O=C(c1ccc(-n2cccn2)cc1)N1CCc2ccccc2C1	5	-6	-6	-6	-2
32	O=S(=O)(N[C@@H]1CC[C@H](CCn2cc(-c3ccccn3)nn2)O[C@@H]1CO)c1cccc(Cl)c1	13	0	3	2	4
42	CC(C)NC(=O)Nc1cccc2c1O[C@@H](CN(C)C(=O)NC1CCCCC1)[C@@H](C)CN([C@@H](C)CO)C2=O	8	3	1	-5	1

# Along the list, as entered above:
# C2C12 statin for nos. 21–30: ., ., -1, ., 42, 0, 10, ., -17, -5
# S100A4 inh HTS for nos. 21–30: 11, -5, -3, -1, -27, 6, 5, -1, 6, 12

# Next part
No.	Structure	DENV2 CPE rescue	ERp5 block	C2C12 statin	PglD DTNB	S100A4 inh HTS	E-selectin induc	SIRT5 inh
46	CC(C)C1Cc2[nH][nH]c(=O)c2C(C2CC2)O1 (centres undefined)	1	-9	.	.	25	-0.1	-3
47	CO[C@@H]1CN(C)C(=O)c2cc(NS(C)(=O)=O)ccc2OC[C@@H](C)N(Cc2ccccc2)C[C@@H]1C	-6	-1	11	-1	-11	0.5	-2
48	C=CCN=c1scc(-c2ccco2)n1/N=C/c1ccc(O)c(O)c1O	-7	1	.	.	6	.	-2
49	C[C@H]1CN([C@@H](C)CO)C(=O)c2cc(NS(=O)(=O)c3ccc(Cl)cc3)ccc2O[C@H]1CN(C)S(=O)(=O)c1ccc(F)cc1	-5	-5	40	2	2	-0.1	4
50	COC(=O)Cc1c(O)ccn(Cc2ccc(OC)c(OC)c2)c1=O	-3	?	0	1	-25	0.7	-3
51	CCOC(=O)c1c(S(=O)(=O)N2CCN(C)CC2)c(C)n(C)c1C	-4	-3	-1	4	1	.	-3

# SIRT5 inh, entries above that show a hit
entry	compound	DENV2 CPE rescue	ERp5 block	PglD DTNB	S100A4 inh HTS	SIRT5 inh
1	COc1ccc(Nc2c3c(nc4ccc(C)cc24)CCC3)cc1	1	1	-7	-3	25*
